Anthrax LF inh2: Bacillus anthracis LF protease inhibitors, primary screen, biochemical, multiplex microsphere, MLPCN library; actives 0.12% (n = 360,000); Lethal factor (Bacillus anthracis), P15917; multiplex microsphere protease cleavage assay; inhibition, % at 10 µM; also: plate controls were buffer without enzyme for full effect and enzyme alone for no effect
BoNT F protease: BoNT/F light chain protease inhibitors, primary screen, biochemical, flow cytometry, MLPCN library; AID 588497, 2011; inhibition, % at 10 µM; actives 0.22% (n = 360,000); Multiplex microsphere protease cleavage assay; Botulinum neurotoxin type F light chain protease (Clostridium botulinum); in the data active = inhibition above about 35%, passing the limit was not always enough; inconclusive = no clear call, values can overlap the other calls; also: plate controls were buffer without enzyme for full effect and enzyme alone for no effect
CCHFV vOTU inh: CCHFV vOTU protease inhibitors, primary screen, biochemical, Pep-AMC substrate, fluorescence | actives 0.55% (n = 370,000) | inhibition, % at 11.5 µM | Crimean-Congo hemorrhagic fever virus L polyprotein viral ovarian tumor (vOTU) protease … | AID 651958, 2012; in the data active = inhibition above about 30%; also: 0% = vehicle wells with enzyme and 100% = no enzyme wells
BoNT A protease: BoNT/A light chain protease inhibitors, primary screen, biochemical, flow cytometry, MLPCN library; actives 0.17% (n = 360,000); inhibition, % at 10 µM; Botulinum neurotoxin type A light chain protease (Clostridium botulinum A str. ATCC 3502); multiplex microsphere protease substrate cleavage; also: plate controls were buffer without enzyme for full effect and enzyme alone for no effect
PrPC TRFRET: inhibitors of human cell surface prion protein PrPC, primary screen, cell-based, TR-FRET; actives 0.43% (n = 370,000); AID 720596, 2013; inhibition, % at 13.8 µM; Major prion protein (Homo sapiens), P04156; TR-FRET read-out; in the data active = inhibition above about 24%; also: 0% = median of the test wells and 100% = reference compound wells
TcdB GH inh: TcdB glycohydrolase inhibitors, primary screen, biochemical, single point, plate reader; Toxin B (Clostridioides difficile), P18177; actives 0.24% (n = 350,000); inhibition, % at 9.99 µM; TcdB glycohydrolase enzymatic assay; AID 652162, 2013; in the data active = inhibition above about 10%
FadD28 binding: inhibitors of FadD28 bisubstrate probe binding, primary screen, biochemical, fluorescence polarization, single point; Mycobacterium tuberculosis FadD28 fatty-acid-AMP ligase; inhibition, % at 12.5 µM; actives 0.22% (n = 360,000); in the data active = inhibition above about 8.5%, passing the limit was not always enough; inconclusive = no clear call, values can overlap the other calls
PfHsp40 yeast: rescue of yeast from PfHsp40 toxicity, primary screen, S. cerevisiae, ATP luminescence; S. cerevisiae expressing PfHsp40, growth rescue; growth rescue, % at 12.5 µM; actives 0.68% (n = 340,000); in the data active = growth rescue above about 28%, passing the limit was not always enough; inconclusive = no clear call, values can overlap the other calls;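 also: yeast W303a lacking pdr1 and pdr3 grown in galactose medium; growth measured after three days at 30 °C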
Yp Topo-I inh: Yersinia pestis topoisomerase I inhibitors, primary screen, biochemical, cleavage product accumulation, plate reader, single point; DNA topoisomerase I (Yersinia pestis CO92); Y. pestis Topo-I cleavage product accumulation; activity, % at 10 µM; actives 0.064% (n = 360,000); AID 504884, 2011; in the data active = activity above about 50%, passing the limit was not always enough; inconclusive = no clear call, values can overlap the other calls; also: inactives centre near 2
* marks the source's active call; other numbers are inactive results; ? = inconclusive; . = no result given; & = joins results of further samples. Rule as the data show it, unless noted: active = inhibition above about 30%; inconclusive = no clear call, values can overlap the other calls; inactive = below that.

SMILES	Anthrax LF inh2	BoNT F protease	CCHFV vOTU inh	BoNT A protease	PrPC TRFRET	TcdB GH inh	FadD28 binding	PfHsp40 yeast	Yp Topo-I inh
COc1ccc(NC(=O)C2CCN(S(=O)(=O)c3cccc4nonc34)CC2)cc1	10	-8	14	-3.1	-20	0.0	-2.5	1.1	3
COc1cccc2c1OCC([C@@H]1C[C@H]3CN(Cc4cccc(Cl)c4)C(=O)[C@]34CCCN14)=C2	-4	-1	-3	-0.8	6	0.9	-5.4	1.1	36
COc1ccc2c(c1)OC(O)(C(F)F)CC2=O (stereo not given)	1	-10	3	-0.8	9	-0.5	-0.9	-0.1	2
S=C(NCc1ccccc1)N1CCn2cccc2C1c1ccncc1 (stereo not given)	-2	-6	-16	-0.1	-2	0.3	-1.3	1.6	-1
O=C(Cn1cnc2cc([N+](=O)[O-])ccc2c1=O)Nc1cccc(S(=O)(=O)N2CCOCC2)c1	-6	-2	-4	-0.3	-35	1.6	-5.8	-0.9	-6
O=C(CN1CCCC1=O)NC1CCCc2c1cnn2-c1cc(F)cc(F)c1 (stereo not given)	-2	-4	0	1.1	-6	-0.2	-1.4	-1.7	-7
CN(C)S(=O)(=O)c1ccc(C(=O)Nc2nnc(SCc3ccccc3)s2)cc1	-6	3	5	-2.3	7	1.1	-1.0	-1.0	-5
C=CCNc1sc(C(=O)c2ccc(Br)s2)c(N)c1C#N	.	.	18	.	-15	.	1.1	-0.9	44
CC(C)(C)OC(=O)C[C@@H]1C/C=C\C[C@H](CC(=O)N[C@H](CO)Cc2ccccc2)C(=O)N[C@@H](Cc2c[nH]c3ccccc23)COC1=O	-5	-17	1	0.9	-4	0.5	-2.2	-1.3	-14
Cc1nc2ccccc2cc1OCc1ccc(F)cc1	-10	-4	11	-0.9	12	.	-3.5	3.8	7
CCn1c(=N)n(CC(=O)c2ccc(Br)s2)c2ccccc21	6	2	8	-0.3	0	1.5	-3.2	-1.1	-1
NC(=O)C1CCN(C(=O)c2ccccc2CCc2ccccc2)CC1	18	17	-9	0.9	3	1.3	-2.5	0.2	-4
O=C(NCc1ccc2c(c1)OCO2)C(C(=O)c1ccccc1)n1cc(Cl)ccc1=O (stereo not given)	-2	-3	-4	-0.6	-7	-0.5	-0.3	-0.3	4
Cc1ccc(S(=O)(=O)C2(C(=O)Nc3cccc(F)c3)CC2)cc1	0	-5	-1	-0.8	-1	1.7	-0.6	-0.6	8
O=C(N/N=C/c1ccco1)c1[nH]ncc1Br	-1	-6	1	-2.4	-3	-0.3	-2.4	-0.5	0
CCN1C(=O)CSC1=NC12CC3CC(CC(C3)C1)C2	-5	9	-18	0.7	-2	0.7	-2.2	-0.6	-1
COc1ccc(Br)cc1C(=O)Nc1ccc(C(=O)O)cc1	-4	0	9	-0.4	1	1.5	-3.7	0.5	2
O=C(c1ccc([N+](=O)[O-])cc1)N1CCC(n2nnc3cc(F)ccc32)CC1	3	-7	2	-0.2	-6	0.5	-2.5	0.1	0
S=C(NCc1ccccc1)Nc1ccc(Oc2ccccc2)cc1	.	.	-2	.	3	1.2	3.8	3.5	13
C[C@H](NC(=O)c1nc[nH]c1C(=O)N1CCN(C(=O)OC(C)(C)C)CC1)C(=O)OC(C)(C)C	0	-11	7	-1.0	-3	0.1	-2.5	2.7	-8
CCOc1ccc(NS(=O)(=O)c2ccc(NC(=S)NC(=O)C(C)C)cc2)cc1	-2	-1	14	0.7	5	.	-4.7	0.8	-1
O=C1Nc2ccc(Cl)cc2C12OCCCO2	-7	33	-8	-1.8	-1	1.2	-4.9	-0.9	1
Cc1cccc(Cn2c(C)nc3ccc([N+](=O)[O-])cc3c2=O)c1	16	-29	3	-4.1	-28	1.0	1.1	0.4	4
Cc1ccc(S(=O)(=O)N2CCOCC2)cc1C(=O)NCC1CCCO1 (stereo not given)	3	-3	8	0.0	5	-1.0	-1.0	1.0	-1
C[C@H](NC(=O)OCc1ccccc1)c1nnc([C@H](C)NC(=O)OCc2ccccc2)o1	-6	0	1	-0.2	0	0.6	-3.5	-0.2	13

Part of the list above in another layout:
Every second line gives: Anthrax LF inh2	BoNT F protease	CCHFV vOTU inh	BoNT A protease	PrPC TRFRET	TcdB GH inh	FadD28 binding	PfHsp40 yeast	Yp Topo-I inh
CN(C)S(=O)(=O)c1ccc(C(=O)Nc2nnc(SCc3ccccc3)s2)cc1
→ -6	3	5	-2.3	7	1.1	-1.0	-1.0	-5
C=CCNc1sc(C(=O)c2ccc(Br)s2)c(N)c1C#N
→ .	.	18	.	-15	.	1.1	-0.9	44

Later entries.
SMILES	Anthrax LF inh2	BoNT F protease	CCHFV vOTU inh	BoNT A protease	PrPC TRFRET	TcdB GH inh	FadD28 binding	PfHsp40 yeast	Yp Topo-I inh
Cc1cc(C)cc(OC(=O)N2CCOCC2)c1	0	-3	7	0.0	-1	.	-4.0	0.5	1
COC(=O)c1cn[nH]c1NC(=S)Nc1ccc(Cl)c(Cl)c1	-6	-9	-18	-0.3	8	.	-7.8	-1.7	1
CN(CC(=O)Nc1ccccc1Cl)C(=O)COc1cccc2c1OC(C)(C)C2	5	-2	15	2.5	1	-0.2	-0.7	-0.1	5
Cc1ccc(NC(=O)Cn2nnc(-c3ccc4c(c3)OCO4)n2)cc1F	0	4	-12	1.4	1	0.7	.	0.5	-2
CN1CCN(C(=O)c2ccccc2NS(=O)(=O)c2ccc(F)cc2)CC1	-12	-7	2	-0.9	-3	0.4	1.1	-1.0	1
C/C(=N/O)c1cc(C(C)(C)C)c(O)c(C(C)(C)C)c1	-2	7	-1	0.3	-6	.	0.7	1.7	9
Cc1ccc(Cl)cc1NC(=O)COC(=O)CCN1C(=O)C2CC=CCC2C1=O (stereo not given)	1	-3	2	0.1	11	-0.7	-1.9	0.7	-2
C[C@H]1C[C@H]2[C@@H]3CCC4=CC(=O)C=C[C@]4(C)[C@@]3(Cl)[C@@H](O)C[C@]2(C)[C@@]1(O)C(=O)CO	-4	-2	2	-0.3	3	0.7	-2.8	36*	-4
COC(=O)c1ccccc1NC(NC(=O)c1ccco1)C(=O)c1ccc(C)cc1 (stereo not given)	0	5	-3	-0.1	1	.	-2.5	0.2	3
CCS(=O)(=O)n1nc(-c2ccc(C)cc2)nc1N	1	7	10	-0.2	-5	.	-1.4	-0.6	1
CCN1CCN(CC(c2ccccc2)c2ccccc2)CC1	0	?	-3	-0.9	-13	0.9	-1.1	-1.7	-2
CN(CC(=O)Nc1ccccn1)S(=O)(=O)c1ccc(Cl)cc1	-3	-11	14	-1.3	3	.	0.1	-1.8	5
C=CCC(NCc1ccccc1)c1ccco1 (stereo not given)	0	-7	.	-0.5	.	1.3	0.8	0.4	4
CC(C)(C)C(=O)N1Cc2cc(-c3cccc(F)c3)ccc2-n2nncc2C1	-1	-10	4	-0.7	2	-0.2	-3.5	.	.
CC1SC(c2ccccc2)N(CC(O)c2ccc([N+](=O)[O-])cc2)C1=O (stereo not given)	-2	-2	-15	-0.2	-8	2.4	-1.7	-1.2	0
C[C@H](CO)N1C[C@H](C)[C@@H](CN(C)C(=O)Nc2ccccc2)Oc2c(NC(=O)Nc3ccc4c(c3)OCO4)cccc2C1=O	-4	-2	-7	0.6	0	-0.3	3.3	-1.4	8
O=C(NC1=NCCS1)c1cc(Cl)ccc1Cl	8	?	6	3.7	6	-0.7	-4.2	-1.3	1
O=S(=O)(Nc1cccc(-c2nnco2)c1)c1ccc(F)cc1F	-4	6	-9	0.2	11	4.7	-1.3	.	4
CC(=O)OC1CC2(C)C(C(C)=O)CCC2C2CCC3=CC(=O)CCC3(C)C12 (stereo not given)	-1	-4	0	-0.5	7	1.0	-2.1	0.9	8
Cc1cccc(NC(=O)N2C3CCCC2CC(NC(=O)C2CC2)C3)c1 (stereo not given)	0	0	16	-1.8	1	0.8	0.5	0.7	-1
CC(=O)c1c(C)[nH]c(C(=O)Nc2cc(F)ccc2C)c1C	-4	6	-6	-0.7	7	1.4	-3.9	0.4	0
C[C@H](CO)N1C[C@H](C)[C@@H](CN(C)Cc2ccc(Oc3ccccc3)cc2)OCc2cnnn2CCCC1=O	-5	-12	-4	-0.4	6	-0.1&-0.6	-4.9	.	28
C[C@H](O)[C@@H]1C(=O)N2CCc3ccc(N4CCN(C)CC4)cc3[C@@H]2C[C@@H]1N(C)C(=O)Nc1cc(Cl)cc(Cl)c1	-1	-8	8	0.1	-9	1.5	-2.3	0.0	7
COc1ccc2[nH]c3c(c2c1)CCN1C(=O)C(CC(=O)NCCCn2ccnc2)C[C@H](C(=O)N2CCOCC2)[C@@]31C (stereo not given in full)	1	3	-1	-0.2	0	0.4	-2.3	0.9	2
CCOc1cc2[nH]c(=S)n(CCC(=O)N3CCc4ccccc4C3)c(=O)c2cc1OCC	-5	1	-3	0.4	-1	.	0.6	-0.4	-9

(next part)
SMILES	Anthrax LF inh2	BoNT F protease	CCHFV vOTU inh	BoNT A protease	PrPC TRFRET	TcdB GH inh	FadD28 binding	PfHsp40 yeast	Yp Topo-I inh
COc1ccc(NC(=O)CCC(=O)c2ccc(Cl)cc2)cn1	-3	-5	0	0.0	3	0.5	-5.1	-0.3	-3
CCCCNc1nc2c(S(=O)(=O)c3ccccc3)nnn2c2ccccc12	-6	-4	11	-1.1	-2	5.4	0.5	0.1	1
O=C(COC(=O)c1ccccc1NCCO)NNC(=O)c1cccs1	1	5	-120	-0.2	0	0.3	-0.3	-2.0	9
O=C(COC(=O)c1cc[n+]([O-])cc1)Nc1ccc(Cl)c(C(F)(F)F)c1	.	.	16	.	-10	2.2	-4.7	1.5	-3
Cc1ccc2c(c1)CCCN2C(=O)C1CCCO1 (stereo not given)	-2	-2	.	-2.6	.	1.1	3.3	-0.1	-3
CC(C)(C)NC(=O)C(OC(=O)c1cccs1)c1ccc(F)cc1 (stereo not given)	-6	-2	-2	-0.2	2	0.7	0.7	-0.3	-12
Nc1nc2ccccc2n1CCOc1ccc(Cl)cc1	.	.	7	.	-4	1.8	1.4	2.8	-2
O=C(COc1nncc2ccccc12)NCCC1=CCCCC1	-3	-15	-8	0.3	2	.	-3.4	-0.5	2
COCCN(C(=O)COC(=O)c1cc2ccccc2cc1O)c1c(N)n(Cc2ccccc2)c(=O)[nH]c1=O	-2	4	-18	0.8	-7	2.3	-0.9	0.3	36
CCOC(=O)CSc1nc(C2CC2)nc2ccccc12	-3	-6	-5	0.1	25*	.	-2.8	1.3	4
Cc1ccc(-n2nc(-c3cccnc3)cc2C(=O)N2CCOCC2)c(C)c1	1	10	9	3.9	2	.	-0.9	-1.8	1
CSc1nnc(-c2ccccc2Cl)o1	-1	1	-1	0.2	-2	.	-0.4	24	2
O=C(CNC(=O)c1ccc(OC(F)F)cc1)NCc1ccccn1	1	-3	-5	1.9	-9	1.0	-2.6	-1.8	2
Cc1cc(C)[n+]2n1C(=O)C(c1ccccc1)=C2[O-]	-6&-2	-4&9	-10&-3	-0.5&1.3	-27&-20	2.7&0.1	-1.5&-4.2	2.7&-0.2	-12&-8
COc1ccc(-n2nc(C(=O)NCC(=O)NCc3ccc(F)cc3)c3ccccc3c2=O)c(OC)c1	6	-6	8	-2.2	4	.	-2.6	-2.2	2
O=C(N/N=C/c1cccs1)/C(=C/c1ccccc1)NC(=O)c1ccccc1	3	3	5	1.6	-3	.	-5.5	8.3	0
Cc1c(C(=O)NC2CCCc3ccccc32)oc2ccc(S(=O)(=O)N3CCCCC3)cc12 (stereo not given)	0	1	-4	1.3	6	.	-0.3	1.4	-2
O=C(COC(=O)CCC(=O)c1cccs1)NC(=O)c1ccc(OC(F)F)cc1	-3	-4	-1	0.3	12	-0.2	-3.6	0.1	7
CC(C)Nc1nc(NC(C)C)nc(SCCOC(=O)Nc2ccc(Cl)cc2Cl)n1	-2	-20	8	0.1	2	-0.9	-1.9	1.5	-4

Assay outcomes as filed in PubChem.
